Assay outcomes: PubChem, Broad Institute
SIRT5 inh: SIRT5 desuccinylase inhibitors, primary screen, biochemical, fluorescence imaging, single point, set 5; NAD-dependent protein deacylase sirtuin-5, mitochondrial (Homo sapiens), Q9NXA8; Purified SirT5, succinyl-peptide AMC, trypsin-coupled fluorescence; inhibition, % at 15 µM; actives 1.1% (n = 330,000); AID 652115, 2013; in the data active = inhibition above about 15%; inconclusive = no clear call, values can overlap the other calls
Target sequence (Q9NXA8 whole entry, looked up): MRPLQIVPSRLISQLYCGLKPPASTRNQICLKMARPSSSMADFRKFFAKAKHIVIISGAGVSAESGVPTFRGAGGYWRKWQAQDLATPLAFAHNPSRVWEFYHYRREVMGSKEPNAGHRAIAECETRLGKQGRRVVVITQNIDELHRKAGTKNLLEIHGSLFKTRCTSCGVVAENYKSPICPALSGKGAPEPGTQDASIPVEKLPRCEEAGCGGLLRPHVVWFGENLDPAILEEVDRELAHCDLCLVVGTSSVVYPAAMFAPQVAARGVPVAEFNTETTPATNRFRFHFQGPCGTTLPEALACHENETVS
esBAF inh: Bmi1 luciferase reporter increase in mESCs, primary screen, esBAF inhibitor project, mouse ES cells, Bmi1 luciferase knock-in, single point. reporter increase, % at 12.5 µM. AID 602393, 2012. actives 2% (n = 350,000). 24 h; 100% = twice the neutral-well signal; in the data active = activation above about 40%; inconclusive = no clear call, values can overlap the other calls;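 note: 0% = median of the plate's neutral control wells and 100% = double that signal; a rise in the Bmi1 reporter signal indicates esBAF inhibition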
ARNT TACC3 PPI: disruptors of ARNT/TACC3 protein interaction, primary screen, biochemical, AlphaScreen, single concentration; Transforming acidic coiled-coil-containing protein 3 (Homo sapiens), Q9Y6A5; AlphaScreen His-ARNT PAS-B/GST-TACC3 binding, luminescence; TACC3 fragment carries E629A point mutation; inhibition, % at 9.99 µM; actives 0.66% (n = 390,000); AID 623870, 2012;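 active = mean inhibition of replicates at least 50% and at least half of replicates each reaching 50%; inconclusive = half or more replicates reach 50% but mean below 50%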;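 note: 0% = complete ARNT plus TACC3 wells and 100% = ARNT alone without TACC3; many hits fall short of the cut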
Statin myotox sup: suppressors of statin myotoxicity in C2C12 myotubes, primary screen, cell-based, single point, plate reader; actives 0.78% (n = 330,000); AID 602340, 2012; rescue of ATP level, % at 7.49 µM; C2C12 myotubes + simvastatin, ATP luminescence, 48 h; scaled: DMSO 0, geranylgeraniol control 100;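 active = mean ATP rescue above about 67%, or every replicate alone reaching that limit, limit read from the data, passing the limit was not always enough; inconclusive = no clear call, values can overlap the other calls; inactive = mean under the limit and some replicate under it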;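 note: myotubes were challenged with 10 µM simvastatin during compound exposure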
ERp5 block: inhibitors of ERp5-driven insulin aggregation, primary screen, biochemical, turbidity, absorbance 650 nm, single point. inhibition, % at 9.99 µM. 90 min. Protein disulfide-isomerase A6 (Homo sapiens), Q15084. actives 0.05% (n = 350,000);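 active = mean replicate inhibition above about 25%, with every replicate also reaching it, limit read from the data, passing the limit was not always enough; inconclusive = only one of those two criteria met; inactive = neither criterion met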
Target sequence (Q15084 whole entry, looked up): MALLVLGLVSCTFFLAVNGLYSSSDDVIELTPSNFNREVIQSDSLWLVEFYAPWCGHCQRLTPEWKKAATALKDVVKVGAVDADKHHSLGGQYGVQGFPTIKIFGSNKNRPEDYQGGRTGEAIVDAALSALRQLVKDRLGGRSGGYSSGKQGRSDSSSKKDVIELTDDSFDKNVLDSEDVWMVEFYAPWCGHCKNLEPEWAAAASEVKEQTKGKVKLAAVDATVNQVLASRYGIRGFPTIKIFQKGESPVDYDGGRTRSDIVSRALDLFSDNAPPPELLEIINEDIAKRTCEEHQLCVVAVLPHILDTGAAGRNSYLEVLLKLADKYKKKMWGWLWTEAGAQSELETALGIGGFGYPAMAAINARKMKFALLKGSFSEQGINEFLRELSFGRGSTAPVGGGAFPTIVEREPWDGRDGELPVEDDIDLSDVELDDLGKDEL
Cneo AK release: Cryptococcus neoformans cell lysis inducers, primary screen, AK release luminescence, single concentration; C. neoformans lysis, adenylate kinase release luminescence, 4 h; normalised: neutral wells 0, clomiphene wells 100; AID 651654, 2012; actives 0.2% (n = 360,000); lysis activity, % at 15 µM;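 active = mean lysis activity across replicates of at least 80%, whatever share of replicates individually reach that level; inactive = mean lysis activity below 80%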
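Material: C. neoformans cells | Amount: Yeast cell density of 5 × 10^6 cells/mL | Medium: Fresh YPD growth medium | Dosing: Single dose | Times: Static 4 h at 37 °C with compound, 1 h detection | Detection: AK luminescence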
miR-122 sensor: miR-122 Renilla sensor signal increase in Huh7, primary screen, miR-122 inhibitor project, cell-based, single point, plate reader | Huh7 miR-122 Renilla luciferase sensor, 48 h; neutral wells = 0, positive control = 100 | activation (reporter increase), % at 12.5 µM | actives 0.3% (n = 340,000);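 active = mean replicate activation score at least 90 and every replicate individually at or above 90; inconclusive = only one of the two criteria met; inactive = neither criterion met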;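 note: higher luciferase means less miR-122 activity so hits act as miR-122 inhibitors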
* marks the source's active call; other numbers are inactive results; ? = inconclusive; nt = no result given; [ ] = another dose, or the depositor's remark.

SMILES	SIRT5 inh	esBAF inh	ARNT TACC3 PPI	Statin myotox sup	ERp5 block	Cneo AK release	miR-122 sensor
C#CC(C)(CC)NC(=O)c1cc2nc(C3CC3)cc(C(F)(F)F)n2n1 (stereo unspecified)	-5	15	-4	-1	-8	0	-4
C/C=C/c1cnc2c(c1)C(=O)N([C@H](C)CO)C[C@H](C)[C@@H](CN(C)C(=O)c1cnccn1)O2	-8	3	0	-1	1	-1	-1[16.7 µM]
C1=CCN(c2nc(N3CCOCC3)nc(N3CCCc4ccccc43)n2)CC1	nt	-1	nt	-5	5	4	nt
COCC(=O)Nc1ccc2c(c1)C(=O)N(C)C[C@@H](OC)[C@H](C)CN(Cc1ccncc1)[C@H](C)CO2	-1	-4	-7	8	1	49	-8[16.7 µM]
Cc1ccc(C(N)=O)cc1S(=O)(=O)Nc1cccc(C)c1C	nt	-3	1	13	nt	-1	-5
CCOC(=O)Cc1csc(NC(=O)COc2ccccc2OCC)n1	nt	2	-3	5	nt	1	-2
Cc1c(Cc2ccccc2)c(=O)oc2c(C)c(OCC(=O)N[C@@H](Cc3ccccc3)C(=O)O)ccc12	nt	0	8	15	1	-1	-6
Cn1c(SCc2nc3ccccc3s2)nnc1-c1cccs1	nt	?	-5	0	nt	-10	4
CS(=O)(=O)c1ccc(-c2nnn(CC(N)=O)n2)cc1	nt	-2	-2	-5	3	-4	-6
CC1CCCCC1NC(=O)COC(=O)c1ccc2c(c1)OCCO2 (stereo unspecified)	0	-1	0	7	-3	0	-1
CCCC(=O)Nc1ccc(S(=O)(=O)Nc2cc(OC)nc(OC)n2)cc1	-4	-1	-5	13	7	-1	nt
CCOC(=O)C1CCCN(C(=O)C2CCN(S(=O)(=O)c3cnc[nH]3)CC2)C1 (stereo unspecified)	nt	-6	-3	1	nt	-1	1
COc1ccccc1NC(=O)CSc1nc(=O)n(CCN(C)C)c2c1CCCC2	-3	-1	-11	5	-6	0	3
COc1ccc(S(=O)(=O)N2CCCC2CNC(=O)C(=O)NCc2cccs2)cc1 (stereo unspecified)	-6	4	4	3	-9	0	2
COc1cc(OC)cc(-c2c(-c3cccs3)c3cc(-c4ccc(N(C)C)nc4)ccc3n2C)c1	nt	3	5	6	1	0	31
CCOC(=O)C1=CCN(S(=O)(=O)c2ccccc2F)C1c1ccc(Cl)c(Cl)c1 (stereo unspecified)	-2	-5	nt	1	8	-5	3
Cn1nc(C(=O)N2CCOCC2)c2ccccc2c1=O	nt	4	-4	-1	nt	-1	nt
CCOC(=O)[C@H]1NN=C(C(=O)OC)[C@@H]1c1ccccc1	-2	nt	-4	nt	1	nt	nt
O=C(NCc1ccncn1)[C@H]1[C@H](CO)[C@H]2Cn3c(ccc(-c4ccc(F)cc4)c3=O)[C@H]2N1CC1CC1	6	-1	nt	-24	3	8	nt
C/C(CC(=O)Nc1cc(C)ccn1)=N\NC(=O)c1ccc(C(C)(C)C)cc1	-8	12	0	-6	-1	-1	-5
COc1cccc(NC(=O)N2[C@H](CO)[C@@H](c3ccccc3)[C@H]2CNCC(C)C)c1	5	-3	-2	-13	1	5	-58[16.7 µM]
COc1cc(NC(=O)CSc2nnc(-c3cc(C)on3)o2)cc(OC)c1	0	-2	-1	-4	1	-2	-7
Cc1ccccc1S(=O)(=O)NCC[C@@H]1CC[C@@H](NC(=O)C2CCCCC2)[C@@H](CO)O1	-6	3	-7	2	-6	8	nt
C[C@H](CO)N1C[C@H](C)[C@H](CN(C)C(=O)C2CCC2)Oc2ncc(C#CC(C)(C)O)cc2C1=O	-2	2	-4	14	-2	2	-8[16.7 µM]
COCCNC(=O)C(OC(=O)c1cccs1)c1ccccc1 (stereo unspecified)	nt	7	-1	5	nt	-2	-8

Overlap with the part before: 2 compounds, followed by the next part.
SMILES	SIRT5 inh	esBAF inh	ARNT TACC3 PPI	Statin myotox sup	ERp5 block	Cneo AK release	miR-122 sensor
C[C@H](CO)N1C[C@H](C)[C@H](CN(C)C(=O)C2CCC2)Oc2ncc(C#CC(C)(C)O)cc2C1=O	-2	2	-4	14	-2	2	-8[16.7 µM]
COCCNC(=O)C(OC(=O)c1cccs1)c1ccccc1 (stereo unspecified)	nt	7	-1	5	nt	-2	-8
CC(=O)N/C(=C\c1ccccc1)C(=O)OCC(=O)N1CCCCCC1	0	nt	nt	nt	-1	-1	-2
CCCCn1c(NCc2ccc(N(C)C)cc2)nc2ccccc21	-5	-4	15	-23	4	2	-2
Cc1cccc(-c2noc(CN(C)C(=O)c3ccco3)n2)c1	52*	30	nt	20	2	1	-4
CC1(NC(=O)C2CCCCC2)CCS(=O)(=O)C1 (stereo unspecified)	1	nt	-5	nt	0	nt	nt
C[C@@H](C(=O)N(C)C[C@H]1OCc2ccccc2-c2ccccc2C(=O)N([C@@H](C)CO)C[C@@H]1C)c1ccccc1	3	3	-1	-13	6	-2	nt
CCSc1ccc([C@@H]2[C@H]3C(=O)N(C)C(=O)[C@H]3[C@]3(C(=O)OC)CCCCN23)cc1	-2	0	3	15	-6	0	-2
COc1ccccc1-c1cnc2c(c1)C(=O)N([C@H](C)CO)C[C@@H](C)[C@@H](CN(C)Cc1ccc(C(=O)O)cc1)O2	3	-15	-5	-18	5	-28	18[16.7 µM]
COc1ccc(OC)c(C(=O)/C=C/c2ccccc2C(F)(F)F)c1	nt	5	-10	44	nt	-1	9
Cc1cccnc1NC(=O)Nc1cccc(F)c1	-1	48*	nt	3	-2	-2	4
O=C(Oc1ccccc1O)c1cccc2ccccc12	-4	nt	nt	nt	-5	3	1
C[C@H]1CN([C@@H](C)CO)C(=O)Cc2cc(NC(=O)Nc3ccc(F)cc3)ccc2O[C@H]1CN(C)Cc1ccc2c(c1)OCO2	0	2	1	-14	0	0	4[16.7 µM]
COc1ccc(F)cc1C(=O)C1CCCN(C(=O)CCN2CCCCO2)C1 (stereo unspecified)	1	7	-2	-5	-3	nt	1
COC(=O)C(NC(=O)c1ccccc1)(Nc1nccs1)C(F)(F)F (stereo unspecified)	nt	-4	-7	nt	nt	-2	0
O=C(c1ccccn1)N1C[C@@H]2[C@H](c3ccccc31)[C@@H](CO)N2C(=O)Nc1ccccc1	1	-9	-2	1	2	2	0[16.7 µM]
CC1C(=O)Nc2ccc(S(=O)(=O)Nc3ccccc3Br)cc2NC1=O (stereo unspecified)	0	2	-7	-5	-2	1	2
N/C(=N\OC(=O)c1ccc(Cl)cc1)c1ccn[nH]1	5	-27	-5	-1	3	-26	-8
CC(=O)c1cccc(NC(=O)COC(=O)CCNS(=O)(=O)c2ccccc2)c1	-4	2	0	1	3	-1	-5
CC(=O)Nc1nc2ccc(Br)cc2s1	nt	62*	-2	-7	nt	-1	nt
O=C(O)c1ccccc1C(=O)c1ccc(Cl)cc1	-5	nt	-2	nt	-2	nt	nt
CCc1cc(=O)oc2c(CNCc3ccccc3F)c(O)c(Cl)cc12	-3	-4	-6	-5	1	3	2
Cc1ccc(S(=O)(=O)SCCCSS(=O)(=O)c2ccc(C)cc2)cc1	nt	2	-4	-3	0	-1	1
Cc1cc(=O)oc2cc(OCCCC[n+]3ccccc3)ccc12	-2	nt	-7	nt	-1	nt	nt
CC(C)NC(=O)Nc1ccc2c(c1)C(=O)N([C@H](C)CO)C[C@@H](C)[C@@H](CN(C)C(=O)NC1CCCCC1)OCCCC[C@H](C)O2	2	nt	3	nt	6	1	-1[16.7 µM]
NC(N)=NS(=O)(=O)c1ccc(NC(=S)NC(=O)c2ccc(Br)cc2)cc1	-2	nt	2	nt	0	nt	nt
COC(=O)c1ccc(CN2CCCC(C(=O)Nc3cccc(-n4cnnn4)c3)C2)cc1 (stereo unspecified)	-1	-2	-4	16	1	-2	-4

Some of these compounds in order of their number in miR-122 sensor, ascending.
structure | miR-122 sensor
COC(=O)c1ccc(CN2CCCC(C(=O)Nc3cccc(-n4cnnn4)c3)C2)cc1 (stereo unspecified) | -4
CCCCn1c(NCc2ccc(N(C)C)cc2)nc2ccccc21 | -2
Cc1ccc(S(=O)(=O)SCCCSS(=O)(=O)c2ccc(C)cc2)cc1 | 1
CCc1cc(=O)oc2c(CNCc3ccccc3F)c(O)c(Cl)cc12 | 2
Cc1cccnc1NC(=O)Nc1cccc(F)c1 | 4
COc1ccc(OC)c(C(=O)/C=C/c2ccccc2C(F)(F)F)c1 | 9

Following part.
SMILES	SIRT5 inh	esBAF inh	ARNT TACC3 PPI	Statin myotox sup	ERp5 block	Cneo AK release	miR-122 sensor
O=C(Nc1cccc2cccnc12)c1ccc(Br)cc1Br	nt	-3	14	5	nt	3	5
CC(C)(C)OC(=O)C[C@@H]1C/C=C\C[C@@H](CC(=O)N(CCO)Cc2ccccc2)C(=O)NC[C@H](c2ccccc2)OC1=O	nt	-6	1	-5	-2	4	0
CCC(C)NC(=O)Cc1c(C)c2cc3c(cc2oc1=O)OC(C)(C)CC3 (stereo unspecified)	-9	67*	-8	-9	-1	0	5
O=C(COC(=O)CCCNC(=O)c1ccc(Cl)cc1)NCc1ccccc1Cl	nt	-5	-7	6	nt	0	-5
CC(=O)N(C)C[C@@H]1Oc2ncc(-c3cccc(C#N)c3)cc2C(=O)N([C@@H](C)CO)C[C@H]1C	-5	1	-3	2	-4	-14	-1[16.7 µM]
CCCNC(=O)C1CN(S(=O)(=O)c2ccc(Cl)s2)c2ccccc2O1 (stereo unspecified)	-1	-3	-1	1	4	-1	-5
Cc1ccc(-c2nc3ccccc3[nH]2)s1	nt	nt	-1	-22	nt	-7	4
Cc1ccc(NC(=O)NCc2ccccn2)c(C)c1	-2	-2	4	2	-5	0	-2
COC(=O)CC1C(=O)NCCN1C(=O)Nc1cccc(Cl)c1 (stereo unspecified)	-1	-4	-18	-4	3	0	nt
O=C(N/N=C/c1ccc(O)cc1O)c1ccc(CN2C(=O)c3cccc4cccc2c34)cc1	7	nt	-17	nt	4	nt	-2
Cc1ccc(P(=O)(CO)c2ccc(C)cc2)cc1	nt	-1	4	24	nt	2	-5
CC1CCCCC1NC(=O)CSc1ccc([N+](=O)[O-])cc1 (stereo unspecified)	-10	-8	-4	5	-5	-3	-6

Printed as active in SIRT5 inh, of those listed so far:
| structure | SIRT5 inh | esBAF inh | ARNT TACC3 PPI | ERp5 block | miR-122 sensor |
| --- | --- | --- | --- | --- | --- |
| Cc1cccc(-c2noc(CN(C)C(=O)c3ccco3)n2)c1 | 52* | 30 | nt | 2 | -4 |
